PTHR1 ag – qHTS for PTHR1 Agonists: Primary Screen; Parathyroid hormone/parathyroid hormone-related peptide receptor (Homo sapiens), Q03431; HEK293 GP2 PTHR1 cells, GloSensor cAMP luminescence, 1 h; Potency, µM (highest dose often 115 µM), for inactives: top-dose activation, actives largely listed as activators; hit rate 0.075% among 410,000; AID 743266, 2014; note: potency is the fitted concentration of half-maximal effect; nearly all actives have a fitted effect of over 55% in size; some results filed as inactive show a strong effect at the top dose; inactives centre near -15; many of its hits are not listed in these tables
Target sequence (Q03431 whole entry, looked up): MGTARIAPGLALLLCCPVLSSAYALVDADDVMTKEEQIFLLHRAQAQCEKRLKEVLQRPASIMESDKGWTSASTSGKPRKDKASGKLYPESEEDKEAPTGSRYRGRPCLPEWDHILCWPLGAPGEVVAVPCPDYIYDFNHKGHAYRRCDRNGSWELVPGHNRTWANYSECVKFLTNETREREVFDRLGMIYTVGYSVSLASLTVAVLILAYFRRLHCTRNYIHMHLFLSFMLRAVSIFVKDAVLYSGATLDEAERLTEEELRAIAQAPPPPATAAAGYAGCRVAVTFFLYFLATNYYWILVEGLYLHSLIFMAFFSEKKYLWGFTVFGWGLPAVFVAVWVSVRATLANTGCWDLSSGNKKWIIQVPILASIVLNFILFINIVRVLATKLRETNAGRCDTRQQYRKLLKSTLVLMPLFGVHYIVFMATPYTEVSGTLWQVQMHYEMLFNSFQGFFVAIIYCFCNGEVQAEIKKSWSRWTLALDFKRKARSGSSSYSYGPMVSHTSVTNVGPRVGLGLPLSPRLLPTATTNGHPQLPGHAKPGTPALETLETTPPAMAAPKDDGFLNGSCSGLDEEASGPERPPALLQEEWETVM
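HEK-293-derived GP2 cells expressing PTHR1 and a GloSensor cAMP reporter, 3,000/well, plated overnight, given luciferin plus IBMX (each 0.5 mM as added) for 1 h at 37 °C, then compound for 1 h at 37 °C. Luminescence was read after 15 min at room temperature.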
Abeta yeast res – qHTS for compounds that reverse cellular toxicity of Amyloid beta (A-beta) peptide in yeast: Primary Screen | yeast expressing A-beta42, growth rescue, OD600, 48 h; response scale: 0% DMSO, 100% iron-clioquinol control | Potency, µM (top dose mostly 46.1 µM), without a hit: top-dose growth rescue, hits mostly activators | hit rate 0.063% among 410,000; note: potency is the fitted concentration of half-maximal effect; nearly all actives have a fitted effect of over 55% in size
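Growth rescue measured by 600 nm absorbance after 48 h yeast culture at 30 C with compound. Values normalized between DMSO and an equimolar ferric chloride plus clioquinol control.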
TDP-43 yeast inh – qHTS of TDP-43 Inhibitors | TDP-43 expressing yeast growth rescue, BacTiter-Glo, 24 h | Potency, µM (titrated, usually from 46.1 µM), without a hit: top-dose growth rescue (activation), usual class: activators | hit rate 1.8% among 410,000; note: potency is the fitted concentration of half-maximal effect; % of control where 0% means no effect; nearly all actives have a fitted effect of over 50% in size
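In this qHTS, compounds that restore growth of yeast expressing TDP-43 appear as activators. Cells (OD600=0.02, galactose medium, raffinose-pregrown) are incubated with compound 24 hr at 30 deg C and growth is quantified by BacTiter-Glo.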
FUS yeast rescue – qHTS for Suppressors of FUS Proteinopathy: Primary screen using FUS-linked yeast assay | AID 1347120, 2019 | Potency, µM (highest dose often 76.6 µM), for inactives: at the top dose growth rescue (activation), most hits filed as activators | S. cerevisiae FUS-expressing, growth rescue, OD600, 24 h | hit rate 0.24% among 390,000;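 note: potency is the fitted concentration of half-maximal effect; plate controls were DMSO vehicle for no effect and reference control for full effect; nearly all actives have a fitted effect of over 55% in size; some results filed as inactive show a strong effect at the top dose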
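Restored growth of FUS-toxic S. cerevisiae, read as 600 nm absorbance after 24 h at 30C in galactose medium (starting OD 0.005). Controls CP55940 and DMSO.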
MmCpn inh – Inhibitors of TCP-1 ring complex (TRiC) of Methanococcus maripaludis (MmCpn): qHTS; purified Mm-Cpn ATPase, ADP Transcreener TR-FRET; Potency, µM (series often up to 76.9 µM), without a hit: top-dose activity, negative = inhibition, hits mostly inhibitors; hit rate 0.031% among 330,000; Chaperonin Mm-Cpn (Methanococcus maripaludis); AID 504842, 2011; note: potency is the fitted concentration of half-maximal effect; % is set by controls: 0 for no effect and ±100 for the full control effect; nearly all actives have a fitted effect of over 80% in size
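Inhibition of chaperonin ATP hydrolysis is measured as reduced ADP production, detected by competitive TR-FRET in which signal falls with ADP. Final enzyme 25 nM and ATP 10 uM, reacted 30 min at 37°C.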
Akt phos inh – HTS Assay for Inhibitors of Akt Phophorylation: Primary Screen | Neuro2A IGF-stimulated pAkt S473 HTRF, 20 min; active compounds read low | activity change, % for hits at 50 µM | hit rate 0.32% among 360,000 | AID 651550, 2012; in the data active = activity change below about -80%; inconclusive = mostly about -51% to -80%; note: % is set by controls: 0 for no effect and ±100 for the full control effect
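Neuro2A cells in DMEM with 0.5% FBS, overnight at 37 deg C, given compound at single 50 µM final, then IGF (6 nM final) for 20 min at 37 deg C. Lysed; phospho-Akt Ser473 by HTRF after 24 h, 665/615 ratio.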
GLP-1R inv ag – qHTS of GLP-1 Receptor Inverse Agonists (Inhibition Mode) | HEK293 GLP-1R CRE-luciferase, luminescence, 24 h; GLP-1R form is constitutively active | hit rate 1.6% among 410,000 | Glucagon-like peptide 1 receptor (Homo sapiens), P43220 | Potency, µM (series often up to 38.3 µM), without a hit: at the top dose activity change, negative = inhibition, most hits filed as inhibitors | AID 624417, 2012; note: potency is the fitted concentration of half-maximal effect; % is set by controls: 0 for no effect and ±100 for the full control effect; nearly all actives have a fitted effect of over 55% in size
Target sequence (P43220 whole entry, looked up): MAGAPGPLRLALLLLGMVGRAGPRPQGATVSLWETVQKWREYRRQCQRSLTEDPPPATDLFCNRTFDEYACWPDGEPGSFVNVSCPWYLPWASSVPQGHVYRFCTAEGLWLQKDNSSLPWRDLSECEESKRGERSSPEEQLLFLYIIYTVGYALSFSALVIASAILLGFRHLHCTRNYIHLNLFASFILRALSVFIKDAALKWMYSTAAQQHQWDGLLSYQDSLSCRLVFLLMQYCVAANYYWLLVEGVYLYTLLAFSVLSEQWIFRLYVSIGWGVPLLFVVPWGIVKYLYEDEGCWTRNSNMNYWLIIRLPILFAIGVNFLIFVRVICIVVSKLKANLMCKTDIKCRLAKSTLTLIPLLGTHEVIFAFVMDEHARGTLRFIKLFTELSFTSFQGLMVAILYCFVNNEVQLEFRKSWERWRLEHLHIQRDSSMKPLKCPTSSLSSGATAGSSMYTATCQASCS
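Readout was luciferase luminescence, measured 12 min after detection reagent at room temperature. Beforehand, GLP-1R reporter HEK293 cells had sat 12 h, then received compounds for 24 hr at 37 deg C.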
HEK293 tox – qHTS of GLP-1 Receptor Inverse Agonists: Cytotox Screen. HEK293 cAMP-luciferase reporter cells, luminescence, 24 h. Potency, µM (doses to about 38.3 µM), for the others: at the highest dose activity change, negative = inhibition, most hits filed as inhibitors. hit rate 0.13% among 410,000. AID 624418, 2012;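 note: loss of luciferase light is scored as toxicity; potency is the fitted concentration of half-maximal effect; % is set by controls: 0 for no effect and ±100 for the full control effect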
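Seeding density was 200 cells/uL; after overnight-length (12 h) culture, 23 nL compounds went on for 24 h at 37 °C. Readout used a luciferase detection reagent, luminescence taken after 12 min at room temperature.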
aSyn yeast inh – qHTS of alpha-syn Inhibitors; Yeast expressing alpha-synuclein, growth rescue, BacTiter-Glo, 24 h; Potency, µM (top dose mostly 46.1 µM), for inactives: at the highest dose growth rescue (activation), usual class: activators; hit rate 0.14% among 370,000; AID 652106, 2013; note: potency is the fitted concentration of half-maximal effect; % of control where 0% means no effect; nearly all actives have a fitted effect of over 65% in size
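Readout is rescue of growth in alpha-synuclein-expressing yeast, so inhibitors of toxicity appear as activators. Growth after 24 hr at 30 deg C in galactose medium is quantified by luminescence.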
* hit, by the source's call; i = inactive; u = inconclusive; x = no result given; [ ] = another dose, or the depositor's remark. Unless noted, calls come from the whole dose curve; as a rule, active = well fitted curve in the direction sought with a large enough effect; inconclusive = small, poorly fitted or top-dose-only effect, or another doubt; inactive = no such curve, though single readings can be large; an effect the other way counts as inactive or inconclusive.

SMILES	PTHR1 ag	Abeta yeast res	TDP-43 yeast inh	FUS yeast rescue	MmCpn inh	Akt phos inh	GLP-1R inv ag	HEK293 tox	aSyn yeast inh
CC(C)[C@H](NS(=O)(=O)c1ccccc1)C(=O)OCC(=O)N1N=C(c2ccc(Cl)cc2)CC1c1ccco1 (stereo partly specified)	i	-5%	13%	u	-13%	i	u	-10%	16%
CCN(CC(=O)Nc1c(F)cccc1F)C(=O)c1ccc(N2CCCC2)c([N+](=O)[O-])c1	-43%[inhibitor]	-6%	-5%	13%	3%	i	2%	-6%	1%
COc1ccc(C(=O)Nc2cc(Cl)ccc2OC(=O)c2ccc(OC)cc2)cc1	-5%[57.5 µM]	7%	-7%	-26%	1%	i	27%	u	-5%
O=C(/C=C/c1ccc([N+](=O)[O-])cc1)OCC(=O)N1CCCCCC1	-14%	-9%	13%	3%	1%	i	-33%	14%	-8%
CC(=O)N1CC2(C)CN(C(C)=O)CC(C)(C1)C2O (stereo unspecified)	0%	-11%	-5%	u	-1%	i	8%	3%	-10%
Cn1cc(C(=O)C(=O)N2CCCc3ccccc32)c2ccccc21	-13%	-6%	u	17%	0%	i	u	-15%	6%
COc1ccc(N2CCN(C(=O)NC3CCCCC3)CC2)cc1	i	6%	17%	4%	-3%	i	6%	17%	-2%
CC(NC(=O)CN1C(=O)NC(Cc2ccccc2)(Cc2ccccc2)C1=O)C12CC3CC(CC(C3)C1)C2 (stereo unspecified)	i	19%	8%	u	-1%	i	u	u	24%
C[C@]12C(=O)N(c3ccc(C(F)(F)F)cc3)C(=O)N1[C@H]1c3ccccc3OC[C@@H]1[C@H]2c1ccccc1	-28%	-8%	9%	28%	-1%	i	u	-2%	-8%
CCN(c1ccccc1)S(=O)(=O)c1cccc(C(=O)Nc2ccc(C)cn2)c1	-4%	-30%	20%	29%	0%	i	u	2%	6%
Cn1c(=O)oc2cc(S(=O)(=O)NCCN3CCCCCC3)ccc21	i	15%	15%	9%	2%	i	4%	3%	-1%
Cc1cc(C)c2c(N)c(C(=O)NNC(=O)c3ccccc3)sc2n1	i	-4%	-2%[9.22 µM]	17%	-4%	i	2%	-9%	1%
CC(C)[C@H](NS(=O)(=O)c1ccccc1)C(=O)OCn1nnc2ccccc2c1=O	-5%[57.5 µM]	2%	-12%	u	1%	i	u	-4%	4%
CC(=O)N1CCN(Cc2nc3scc(-c4ccccc4)c3c(=O)[nH]2)CC1	-2%	18%	-8%	-15%	-2%	i	-2%[0.307 µM]	19%[0.307 µM]	-1%
CC(=O)Nc1ccc2c(c1)C(=O)N(C1CCCCC1)C2=O	-8%	5%	10%	-18%	0%	i	8%	1%	-10%
CCOc1ccc2nc(SCC(=O)N3c4ccccc4Sc4ccccc43)c(C#N)cc2c1	i	-10%	-27%	x	u	i	6%	5%	-2%
CC(=O)c1ccc(N2CCN(S(=O)(=O)c3csc(C(N)=O)c3)CC2)cc1	-9%	18%	8%	5%	-4%	i	13%	-7%	-5%
COc1ccccc1C(=O)Nc1nnc(-c2ccc(F)cc2)o1	4%	4%	1%	3%	0%	i	9%	1%	-2%
Cc1nc(N)sc1-c1csc(NCc2ccccc2)n1	i	0%	7%	u	1%	i	27%	-18%	-5%
CS(=O)(=O)N1CCC(C(=O)O)CC1	i	16%	-14%	-16%	-5%	i	0%	-10%	0%
O=S(=O)(Nc1cccc(-c2cn3c(n2)SCC3)c1)c1ccccc1	i	10%	10%	29%	-5%	i	-22%	-7%	4%
COc1ccc(N2C(=O)C3CCCN3C2c2ccccc2F)cc1 (stereo unspecified)	-23%	-4%	10%	-10%	-4%	i	18%	1%	3%
CC(C)(C)SCCNC(=O)CN(c1ccc(F)c(Cl)c1)S(C)(=O)=O	i	14%	-7%	26%	-1%	x	0%	-3%	9%
O=C(COC(=O)C1CCC1)NCCc1ccc(Cl)cc1Cl	-1%	24%	13%	7%	0%	i	16%	11%	-1%
CCOc1ccc(C(=O)NCc2ccccc2OC)cc1	-13%	10%	25%	2%	2%	i	14%	6%[1.53 µM]	3%
CCOc1ccc(Cl)cc1C1CC(=O)Nc2cc(OC)c(OC)c(OC)c21 (stereo unspecified)	i	-17%	8%	-39%	x	x	4%	3%	x
Cc1cc(C)cc(N2C(=O)CS(=O)(=O)C23C(=O)N(Cc2ccc(F)cc2)c2ccc(C)cc23)c1 (stereo unspecified)	-10%	-1%	9%	21%	x	x	3%	3%	-1%
CCC(C)NC(=O)C1CCN(S(=O)(=O)c2cccnc2)CC1 (stereo unspecified)	-18%	-3%	0%	-18%	-1%	i	2%	-5%	-6%
Cc1ccc(C(=O)NCC2CCCO2)o1 (stereo unspecified)	i	8%	-10%	14%	-1%	i	4%	-14%	-11%
Cc1cccc(C)c1N=C1C(=O)Nc2ccccc21	-24%	10%	17%	-28%	0%	i	u	4%	2%
Cc1ccc(-c2nn(-c3ccc(F)cc3)cc2C(=O)NC2CCC(O)CC2)cc1 (stereo unspecified)	-15%	-7%	1%	9%	1%	i	6%	0%	-2%
CCc1nnc(NS(=O)(=O)c2ccc(NC(=S)NC(=O)c3ccncc3)cc2)s1	44%	-5%	2%	-32%	0%	i	19%	4%	-7%
O=C(Cc1ccc(-n2c(=S)[nH]c3ccccc3c2=O)cc1)N1CCN(c2ccccc2)CC1	i	-2%	16%	56%	1%	i	-30%	-17%	-1%
CCCCN(CCCC)CCCNC(=O)C1CC(c2cc(C(F)(F)F)cc(C(F)(F)F)c2)=NO1 (stereo unspecified)	7%	-19%	-4%	-24%	x	i	15%	-21%	-1%
O=C(CN1CCN(S(=O)(=O)c2ccccc2)CC1)Nc1ccc2c(c1)OCO2	-13%	1%	0%	17%	-5%	i	u	-12%	4%
CCOc1cccc2sc(N3CCN(C(=O)c4ccc5c(c4)CCCC5)CC3)nc12	-31%[inhibitor]	1%	12%	u	x	x	2%	-4%	x
Cc1ccc2[nH]cc(CCCN3C(=O)c4ccccc4C3=O)c2c1	-42%[inhibitor]	8%	u	41%	1%	i	u	0%	u
Cc1cc(C)c2nc(N3CCC(C(=O)NCC4CCCO4)CC3)sc2c1 (stereo unspecified)	-16%	20%	20%	25%	-1%	i	u	-2%	5%
CCOC(=O)/C(C#N)=C/c1cn(CCC(=O)O)nc1-c1cccc(Br)c1	-28%	-4%	25%	14%	-5%	i	3%	-2%	3%
CC(=O)Nc1ccc(S(=O)(=O)N(C)CC(=O)Nc2nc3ccccc3[nH]2)cc1	-16%	-11%	-23%	16%	1%	i	7%	-4%	-1%

Five compounds from above, showing only GLP-1R inv ag and HEK293 tox.
smiles	GLP-1R inv ag	HEK293 tox
CCOc1cccc2sc(N3CCN(C(=O)c4ccc5c(c4)CCCC5)CC3)nc12	2%	-4%
Cc1ccc2[nH]cc(CCCN3C(=O)c4ccccc4C3=O)c2c1	u	0%
Cc1cc(C)c2nc(N3CCC(C(=O)NCC4CCCO4)CC3)sc2c1 (stereo unspecified)	u	-2%
CCOC(=O)/C(C#N)=C/c1cn(CCC(=O)O)nc1-c1cccc(Br)c1	3%	-2%
CC(=O)Nc1ccc(S(=O)(=O)N(C)CC(=O)Nc2nc3ccccc3[nH]2)cc1	7%	-4%

The list goes on.
SMILES	PTHR1 ag	Abeta yeast res	TDP-43 yeast inh	FUS yeast rescue	MmCpn inh	Akt phos inh	GLP-1R inv ag	HEK293 tox	aSyn yeast inh
CCC1CCCCN1CCNC(=O)CNS(=O)(=O)c1ccc2nc(C)sc2c1 (stereo unspecified)	-18%[57.5 µM]	15%	-6%	19%	0%	i	11%	20%	-7%
COc1ccc(CC(NC(C)=O)C(=O)NC2CCN(S(=O)(=O)c3ccccc3)CC2)cc1OC (stereo unspecified)	i	-2%	-10%	17%	1%	i	31%	2%	-3%
COc1ccc(NC(=O)COC(=O)c2ccc(C)c(S(=O)(=O)N3CCCCC3)c2)cc1	-47%[inhibitor]	4%	17%	6%	0%	i	u	0%	-2%
CC(=O)Nc1cccc(-n2nnc(SCC(=O)Nc3ccc(F)c(Cl)c3)n2)c1	i	0%	7%	24%	1%	i	-25%	0%	7%
COC(=O)CCCC(=O)N1CCCC(C(=O)c2ccccc2SC)C1 (stereo unspecified)	-6%	-9%	12%	-6%	2%	i	3%	-10%	5%
CCN(CC)CCC(=O)N1C/C(=C/c2ccccc2)C(=O)/C(=C\c2ccccc2)C1	-29%	-3%	5%	x	x	i	u	u	3%
CCc1cc(C(=O)N2CCN(c3ccccn3)CC2)sc1C	i	6%	2%	-9%	-1%	i	-10%	-19%	-1%
CCOc1ccc(-c2nnc(SCC(=O)NC3CCCCC3)nc2-c2ccc(OCC)cc2)cc1	i	-9%	24%	11%	x	x	4%	-7%	x
COc1ccc(CN(C)C(=O)COC(=O)c2ccc(-c3ccccc3)cc2)c(OC)c1OC	-35%[inhibitor]	-7%	10%	33%	-3%	i	-24%	2%	7%

Arranged by the number under MmCpn inh (falling): three of the compounds above
canonical_smiles | MmCpn inh
COC(=O)CCCC(=O)N1CCCC(C(=O)c2ccccc2SC)C1 (stereo unspecified) | 2%
CCC1CCCCN1CCNC(=O)CNS(=O)(=O)c1ccc2nc(C)sc2c1 (stereo unspecified) | 0%
CCc1cc(C(=O)N2CCN(c3ccccn3)CC2)sc1C | -1%

Compound activity from PubChem.

The list is partial; rates above refer to the full screens.
